Assay outcomes as filed in PubChem BioAssay.
PGK inhibitor – qHTS Assay to Find Inhibitors of Phosphoglycerate Kinase; PGK/GAPDH coupled, Kinase-Glo luminescence, 60 min; Potency, µM (titrated, usually from 57.5 µM), for inactives: top-dose activity change, negative = inhibition, most hits filed as inhibitors; 380,000 tested, 0.043% active; AID 602233, 2012; also: potency is read from the fitted curve at half-maximal effect; % is scaled to controls: 0 for no effect and ±100 for the full control effect; nearly all actives have a fitted effect of over 60% in size
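Luminescent ATP detection (Kinase-Glo Plus) follows a 60-minute room-temperature incubation, with wells lacking PGK as controls. Buffer: 100 mM TEA (pH 7.6), 5 mM MgCl2, 0.01% Tween-20. Coupling enzyme GAPDH (100 nM final) supplies unstable 1,3-BPG in-well.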
HP1b chromo inh – HTS for Inhibitors of HP1-beta Chromodomain Interactions with Methylated Histone Tails; Chromobox protein homolog 1 (Homo sapiens), P83916; AlphaScreen HP1-beta / biotin-H3K9me3 peptide binding; Potency, µM (series often up to 114 µM), inactives show top-dose activity change, negative = inhibition, most hits filed as inhibitors; 390,000 tested, 0.56% active; also: potency is read from the fitted curve at half-maximal effect; nearly all actives have a fitted effect of over 70% in size; inactives centre near 23
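HP1-beta protein (50 nM final) preincubated 30 min at room temperature with biotinylated H3(1-18)K9me3 peptide (50 nM) in PBS pH 7.4, 0.01% Tween-20, then compound added for 30 min. AlphaScreen streptavidin donor/nickel chelate acceptor beads (10 ug/mL final), 30 min dark, luminescence read.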
PI4K2A block – qHTS for small molecular inhibitors of PI4K2A | purified PI4K2A, ADP-Glo luminescence, 1 h; active compounds read low | Phosphatidylinositol 4-kinase type 2-alpha (Homo sapiens), Q9BTU6 | 420,000 tested, 0.13% active | activity change, negative = inhibition, % at 76.9 µM; in the data active = activity change below about -50%; inconclusive = mostly about -30% to -49%;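 also: -100% = wells without enzyme as full effect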
Target sequence (Q9BTU6 whole entry, looked up): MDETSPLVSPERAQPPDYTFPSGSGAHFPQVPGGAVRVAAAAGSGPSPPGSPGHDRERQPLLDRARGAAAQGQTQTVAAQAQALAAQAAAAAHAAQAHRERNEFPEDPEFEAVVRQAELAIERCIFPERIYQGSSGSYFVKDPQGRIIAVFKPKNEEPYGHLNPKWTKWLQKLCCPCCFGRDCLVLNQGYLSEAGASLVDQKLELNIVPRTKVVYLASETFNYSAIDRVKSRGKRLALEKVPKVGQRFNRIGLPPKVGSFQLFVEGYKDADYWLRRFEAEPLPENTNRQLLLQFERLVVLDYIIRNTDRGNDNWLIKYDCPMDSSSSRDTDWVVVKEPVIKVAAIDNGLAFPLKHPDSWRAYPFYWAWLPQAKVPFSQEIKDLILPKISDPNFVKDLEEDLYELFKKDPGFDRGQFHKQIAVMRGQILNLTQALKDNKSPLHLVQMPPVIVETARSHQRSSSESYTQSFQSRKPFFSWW
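ADP-Glo luminescence measured ADP generated by PI4K2A enzyme (4 ug/mL before mixing) with 1.2 mM PI substrate (pre-mix) and 300 microM ATP (pre-mix). Tris pH7.5 buffer with MgCl2, Triton X-100; 1 h reaction at ambient temperature.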
ERG-DNA inh – qHTS for Small Molecule Inhibitors of the ERG Ets/DNA interaction. 370,000 tested, 0.028% active. AID 624246, 2012. fluorescence polarization, His-ERG Ets domain / labelled DNA. Transcriptional regulator ERG (Homo sapiens), P11308. Potency, µM (top dose mostly 76.9 µM), for the others: top-dose FP activity, negative = inhibition, hits mostly inhibitors; active = well fitted inhibition curve with a large enough effect in the polarisation, with a control signal flat; inconclusive = small, poorly fitted or top-dose-only effect, or effect the other way, or a change in a side signal; inactive = no such curve, though single readings can be large or run the other way; the % refers to the polarisation;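 also: polarization taken with two DNA probes labelled with fluorescein and Texas red; potency is read from the fitted curve at half-maximal effect; % of control where 0% means no effect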
Target sequence (P11308 whole entry, looked up, the tested form may be a part): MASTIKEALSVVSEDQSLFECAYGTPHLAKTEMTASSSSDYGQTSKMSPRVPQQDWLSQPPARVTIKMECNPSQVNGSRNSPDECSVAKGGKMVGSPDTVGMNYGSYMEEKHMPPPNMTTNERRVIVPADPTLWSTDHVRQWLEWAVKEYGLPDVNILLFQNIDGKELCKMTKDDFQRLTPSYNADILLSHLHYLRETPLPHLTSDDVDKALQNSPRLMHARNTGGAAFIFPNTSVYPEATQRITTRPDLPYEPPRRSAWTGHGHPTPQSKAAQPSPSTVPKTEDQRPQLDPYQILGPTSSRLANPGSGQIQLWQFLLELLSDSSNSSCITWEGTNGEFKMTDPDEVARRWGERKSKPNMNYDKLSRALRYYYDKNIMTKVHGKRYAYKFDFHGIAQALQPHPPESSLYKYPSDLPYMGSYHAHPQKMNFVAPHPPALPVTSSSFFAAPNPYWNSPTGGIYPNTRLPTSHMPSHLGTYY
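His-tagged ERG Ets domain (1 uM in the protein solution; 300mM KCl, 50mM Tris-HCl, 1mM EDTA, 1mM DTT, pH 7.5) received compound, then a probe mix of 5 nM fluorescein-DNA and 100nM Texas-615-DNA. Fluorescence polarization was read for both dyes.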
BAZ2B block – qHTS Assay for Inhibitors of BAZ2B; Bromodomain adjacent to zinc finger domain protein 2B (Homo sapiens), Q9UIF8; AlphaScreen BAZ2B-H3K14Ac peptide displacement; Potency, µM (highest dose often 114 µM), without a hit: at the top dose activity change, negative = inhibition, actives largely listed as inhibitors; 360,000 tested, 4.4% active; also: potency is read from the fitted curve at half-maximal effect; % is scaled to controls: 0 for no effect and ±100 for the full control effect; nearly all actives have a fitted effect of over 60% in size
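Compounds, titrated to a top concentration of 110 uM, were incubated 30 min at room temperature with preformed BAZ2B/acetyl-K14 H3 peptide complex (50 nM each). Proximity signal was measured by AlphaScreen after 20 min with beads.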
GLS inh – qHTS for Inhibitors of Glutaminase (GLS); Potency, µM (highest dose often 45.5 µM), for inactives: at the top dose activity change, negative = inhibition, actives largely listed as inhibitors; AID 624170, 2012; Glutaminase kidney isoform, mitochondrial (Homo sapiens), O94925; GLS enzymatic activity, qHTS titration; 410,000 tested, 0.21% active; also: potency is read from the fitted curve at half-maximal effect; % is scaled to controls: 0 for no effect and ±100 for the full control effect
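Human kidney-isoform GLS in 45 mM KH2PO4 pH 8.2, 0.02% Tween-20, with compound, started with 1mM L-Glutamine (added stock). Glutamate oxidase/HRP/Amplex red coupled fluorescence read at start and after 30 min at RT.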
Pin1 inh – qHTS Assay to Find Inhibitors of Pin1 | 390,000 tested, 0.009% active | AID 504891, 2011 | Peptidyl-prolyl cis-trans isomerase NIMA-interacting 1 (Homo sapiens), Q13526 | Pin1 FP peptide displacement, HiFluor488, 10 min | Potency, µM (highest dose often 115 µM), inactives show top-dose activity, negative = inhibition, most hits filed as inhibitors; active = well fitted inhibition curve with a large enough effect in the polarisation, with a control signal flat, not every such curve was filed as active; inconclusive = small, poorly fitted or top-dose-only effect, or effect the other way, or a change in a side signal; inactive = no such curve, though single readings can be large or run the other way; the % refers to the polarisation; also: potency is read from the fitted curve at half-maximal effect; % is scaled to controls: 0 for no effect and ±100 for the full control effect
G9a block – qHTS Assay for Inhibitors of Histone Lysine Methyltransferase G9a; G9a H3K9 monomethylation, AlphaScreen, 2 h; AID 504332, 2011; Potency, µM (top dose mostly 102 µM), without a hit: at the highest dose activity, negative = inhibition, most hits filed as inhibitors; 350,000 tested, 8.8% active; also: potency is read from the fitted curve at half-maximal effect; % is scaled to controls: 0 for no effect and ±100 for the full control effect; nearly all actives have a fitted effect of over 75% in size
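AlphaScreen detection with an anti-monomethyl H3K9 antibody quantified product after a 2 h room-temperature reaction containing 500 nM biotinylated H3K9 peptide, 20 µM SAM and 20 nM enzyme, which had been preincubated 15 min with compound.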
JMJD2A Tudor inh – qHTS Assay for Inhibitors of JMJD2A-Tudor Domain; Lysine-specific demethylase 4A (Homo sapiens), O75164; AlphaScreen JMJD2A-Tudor / H3K4me3 peptide binding; Potency, µM (highest dose often 114 µM), inactives show at the top dose activity change, negative = inhibition, usual class: inhibitors; 390,000 tested, 4.4% active; also: potency is read from the fitted curve at half-maximal effect; % is scaled to controls: 0 for no effect and ±100 for the full control effect; nearly all actives have a fitted effect of over 50% in size
An asterisk follows results filed as active; i = inactive; ? = inconclusive; . = not tested or not shown; & = joins results of further samples; ! = not active in a repeat; [ ] = dose if it differs, or a comment. Unless noted, calls follow the shape of the dose curve; as a rule, active = well fitted curve in the direction sought with a large enough effect; inconclusive = small, poorly fitted or top-dose-only effect, or another doubt; inactive = no such curve, though single readings can be large; an effect the other way counts as inactive or inconclusive. The order is random; any-hit rate near 11%.

SMILES	PGK inhibitor	HP1b chromo inh	PI4K2A block	ERG-DNA inh	BAZ2B block	GLS inh	Pin1 inh	G9a block	JMJD2A Tudor inh
CCN(CC)S(=O)(=O)c1cccc(NC(=O)COC(=O)CCc2nc3ccccc3s2)c1	-2%	33%[activator]	0	11%	-6%	-6%	6%	-4%[12.7 µM]	-12%
CNC(=O)N/N=C(\N)c1ccccn1	-2%	40%[activator]	0	6%	?	27%	-1%	10µM*	?
CCC(Oc1ccc(C)c(C)c1)C(=O)N1CCCN(C)CC1 (stereo unspecified)	-2%	21%	6	-1%	-7%	-1%	0%	-3%	-21%
O=C(Nn1cnnc1)C1CCCN1S(=O)(=O)c1ccc(F)cc1 (stereo unspecified)	7%[11.5 µM]	32%	0	.	0%	-1%	0%	3%[59 µM]	-3%
CCOc1ccccc1/C=C(/NC(=O)c1ccccc1)C(=O)N(CC)CC	11%	27%	5	-2%	-4%	4%	-24%	9%[59 µM]	2%
COc1ccc(CN(Cc2cccn2C)S(=O)(=O)c2ccc(F)cc2)cc1	0%	14%	3	-3%	-25%	12%	-4%	-7%	-18%
NC(=O)c1ccccc1NC(=O)CCCN1C(=O)CCC1=O	i	19%	16	8%	8%	-2%	0%	45µM*	11%
Cc1cc(C(F)(F)F)n(-c2ccc(N)cc2)n1	2%	26%	1	-2%	-11%	3%	3%	17%	6%
Cn1ncc(Cl)c1C(=O)N1CCN(S(=O)(=O)c2ccc(F)cc2)CC1	-8%	47%[activator]	0	4%	-16%	-3%	-2%	19%	4%
COc1ccc(CC(=O)Nc2c(C(=O)N3CCN(c4ncccn4)CC3)oc3ccccc23)cc1OC	-8%	37%	4	-5%	-12%	1%	-1%	3%[59 µM]	-25%
Cc1ccc(S(=O)(=O)N(C)C)cc1NC(=S)N(C)C1CCN(C)CC1	-2%	21%	1	-6%	0%	-8%	-1%	5%	5%
O=C(NCc1n[nH]c(=S)n1-c1cccc(Cl)c1)c1ccc(S(=O)(=O)N2CCCCC2)cc1	-4%	21%	-1	0%	16%	3%	-3%	3.2µM*	-31%
CCC(CC)c1nnc(NC(=O)CCNC(=O)c2ccccc2Cl)s1	-4%	28%	3	-4%	-5%	3%	0%	17%	8%
Cc1cccc(NC(=O)c2cccc(OC(=S)N3CCOCC3)c2)c1C	2%	19%	-1	6%	0%	0%	3%	56%[activator]	-11%
Cc1ccc(S(=O)(=O)Nc2cccc(-c3ccc4nnc(C)n4n3)c2)s1	3%	30%	-2	4%	-2%	21%	34%[activator]	?	-5%
COc1ccc(CC(NC(C)=O)C(=O)NC2CCN(c3nc(C)cc(C)c3C#N)CC2)c(OC)c1 (stereo unspecified)	-7%	23%	3	6%	7%	6%	17%	13%	-11%
CC(C)n1c(=S)[nH]c2ccccc2c1=O	3%	-11%	5	3%	20%	-7%	1%	-28%[12.7 µM]	-7%
Cc1cccc(-n2nc3c(c2NC(=O)C2CC2)CS(=O)(=O)C3)c1C	0%	34%	-1	-7%	4%	-11%	-5%	-8%	-13%
CN(CC(=O)Nc1ccc(C#N)cc1)Cc1ccc(Cl)cc1Cl	-9%	62%[activator]	-3	-5%	6%	-1%	4%	19%[59 µM]	8%
CCCSC1=N/C(=C\c2ccc3c(c2)OCO3)C(=O)S1	i	143%[activator]	11	-1%	81%[activator]	12%	-5%	123%[activator][59 µM]	84%[activator]
COc1ccc(C(=O)Nc2c(Cl)cc(Cl)cc2C(=O)NCCN2CCOCC2)cc1	-1%	28%	-8	4%	1%	-1%	-4%	-8%[59 µM]	-11%
Cc1ccc(Cn2c(=O)c3ccccc3n3c(SCC(=O)N4CCCCC4C)nnc23)cc1 (stereo unspecified)	i	23%	2	-3%	14%	?	5%	16%[59 µM]	-21%
Cc1ccc(S(=O)(=O)N2CCOCC2)cc1NC(=O)COc1ccccc1Cc1ccccc1	6%	27%	2	-2%	.	-1%	-1%	.	-12%
Nc1ccccc1-c1nnc(-c2ccccc2N)n1N	2%	40%[activator]	-7	0%	?	14%	-1%	-27%	-9%
Cc1cc2nc(CO)[nH]c2cc1C	i	60%[activator]	-4	9%	-5%	1%	2%	18%	-9%
CSc1nc(Nc2ccc(C)cc2C)cc(-c2ccccc2)n1	3%	119%[activator]	2	0%	33%	2%	?	24%[59 µM]	20%
CC(C)C(CO)NC(=O)CC(=O)NC(CO)C(C)C (stereo unspecified)	i	48%[activator]	4	-6%	-2%	-3%	-3%	6%[12.7 µM]	-10%
COC(=O)CNC(=O)C1CCCN1C(=O)CNC(=O)OCc1ccccc1 (stereo unspecified)	i	-14%	2	6%	2%	-15%	-8%	1%[12.7 µM]	-10%
C=CCOn1c(-n2nc(C)cc2C)nc2ccccc2c1=O	-5%	16%[57 µM]	2	-1%	-10%	-11%	0%	11%	-4%
Cc1cc(NC(=O)CSCC(=O)Nc2nc3c(C)cccc3s2)no1	-6%	7%	-2	11%	2%	10%	45%[activator]	5%[0.501 µM]	-10%
Cc1ccc(S(=O)(=O)N2CC(O)C[C@H]2C(=O)OCC(=O)Nc2ccc(N3CCOCC3)cc2)cc1C (stereo partly specified)	-6%	9%	1	-1%	-5%	0%	0%	50µM*	-21%
CC(=O)c1sc(NC(=O)c2cccc(C)c2)nc1C	-4%	41%[activator]	2	-4%	?	0%	1%	-9%	-9%
CCOC(CNC(=O)c1cccn2c(=O)c3c(C)c(C)sc3nc12)OCC	-2%	107%[activator]	0	-5%	-5%	0%	-4%	-33%[2.33 µM]	38%[activator]
COc1ccccc1N1CCN(c2nccc(C)n2)CC1	i	17%	4	10%	2%	13%	-7%	40%	-16%
COc1ccc2c(c1)C(C1=C(O)CC(C)(C)CC1=O)C1=C(CC(C)(C)CC1=O)O2 (stereo unspecified)	-7%	26%	1	-8%	2%	16%	-2%	2%[59 µM]	-9%
NCCc1c(-c2ccccc2)n(-c2ccccc2)c2ccccc12	1%	?	-3	-4%	22µM*	-5%	1%	45µM*	32µM*
O=S(=O)(N/N=C/c1ccc(F)cc1)c1ccccc1	5%	31%	2	-4%	8%	1%	2%	.	-5%
Cc1cc(C(=O)N/N=C/c2ccco2)c2ccccc2n1	9%	27%	2	-1%	6%	19%	-3%	20%[59 µM]	-7%
O=C(NCCC1CCCCN1S(=O)(=O)c1ccccc1)C(=O)NC1CC1 (stereo unspecified)	8%	41%[activator]	0	-8%	2%	7%	4%	-5%[0.501 µM]	-10%
C=Cc1cccc(NC(=O)c2ccc(NC(=O)c3ccco3)cc2)c1	i	32%	-3	-11%	4%	-2%	4%	21%	-19%
COC(=O)C1=C(CSc2nncn2C)NC(=O)NC1c1ccc(F)cc1 (stereo unspecified)	2%	10%	8	-5%	9%	1%	7%	.	4%
COc1ccccc1C(=O)Nc1ccc2oc(-c3cccc4c(Br)cccc34)nc2c1	7%	32%[activator]	3	-8%	-9%	10%	16%	-26%[59 µM]	-10%
COC(=O)c1cc(C(=O)N2CCN(c3ccccc3OC)CC2)cc([N+](=O)[O-])c1	2%	20%	4	11%	-31%	-1%	11%	?	-12%
COCCNC(=O)c1ccc(S(=O)(=O)c2ccc(Cl)cc2)c(NC(C)=O)c1	1%	41%[activator]	0	-5%	-5%	-2%	-9%	-10%	0%
Cc1ccc(C(=O)COC(=O)CSc2cccc3cccnc23)c(C)c1	i	79%	-3	1%	.	-4%	7%	.	8%
CCCNS(=O)(=O)c1ccc(OCC(=O)OC)cc1	-6%	21%	2	1%	-17%	0%	-2%	20%	-8%
Cn1cc(S(=O)(=O)c2ccccc2)c(=O)c2cc(F)c(N3CCN(c4ccc(F)cc4)CC3)cc21	2%	-2%	-1	-2%	1%	5%	-4%	1%[59 µM]	-10%
CCn1c(SCC(=O)NNC(=O)c2ccc(OC)cc2)nnc1C1CC1	-12%	5%	-2	-13%	10%	-5%	-1%	19%	?
O=C(NCC(c1cccnc1)N1CCN(c2ccccc2F)CC1)c1ccccc1 (stereo unspecified)	-9%	13%	-2	3%	5%	1%	3%	?	-15%
CSc1ccc2c(c1)N(CCC1CCCCN1C)c1ccccc1S2 (stereo unspecified)	4%	?	3&4&3	-2%	32µM*	0%&20%	-7%	18µM*!	50µM*
COc1ccc(C2=CC(c3ccco3)n3ncnc3N2)cc1 (stereo unspecified)	-8%	30%	0	-3%	?	11%	?	11µM*	-21%
